# Screens from PubChem BioAssay.
# mut p53 react = mutant p53 pathway reactivation; SW480 PUMA-promoter luciferase; activation, % at 9.98 µM; 1.5% of 28,000 active; in the data active = activation above about 52%; inconclusive = no clear call, values can overlap the other calls
# STK33 kin inh = inhibitors of human STK33 kinase. Q9BYT3. ADP-Glo luminescence, MBP substrate. inhibition, % at 12.5 µM. 0.44% of 27,000 active; in the data active = inhibition above about 20%; inconclusive = no clear call, values can overlap the other calls
# Target sequence (Q9BYT3 whole entry, looked up): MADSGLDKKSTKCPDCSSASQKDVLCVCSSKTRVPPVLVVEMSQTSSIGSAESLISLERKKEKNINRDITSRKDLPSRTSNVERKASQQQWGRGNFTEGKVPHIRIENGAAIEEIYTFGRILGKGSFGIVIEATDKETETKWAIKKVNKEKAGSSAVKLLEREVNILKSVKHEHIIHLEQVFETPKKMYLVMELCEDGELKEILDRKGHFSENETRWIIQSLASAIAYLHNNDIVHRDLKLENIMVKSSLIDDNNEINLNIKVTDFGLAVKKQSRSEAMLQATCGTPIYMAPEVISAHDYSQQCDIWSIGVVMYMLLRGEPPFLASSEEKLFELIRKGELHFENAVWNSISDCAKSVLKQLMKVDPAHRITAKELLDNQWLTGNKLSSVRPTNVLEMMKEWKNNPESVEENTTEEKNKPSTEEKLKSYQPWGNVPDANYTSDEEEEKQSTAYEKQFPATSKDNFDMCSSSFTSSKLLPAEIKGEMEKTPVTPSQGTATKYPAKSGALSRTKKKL
# * marks the source's active call; other numbers are inactive results; ? = inconclusive; . = not tested or not shown.
SMILES	mut p53 react	STK33 kin inh
C[C@H](CO)N1C[C@H](C)[C@H](CN(C)C(=O)Nc2ccc(F)cc2)Oc2ccc(NS(=O)(=O)c3cccs3)cc2C1=O	-4.4	.
C[C@H]1CN([C@@H](C)CO)C(=O)CCCn2nncc2CO[C@H]1CN(C)C(=O)CCC(F)(F)F	.	1.0
C[C@H]1CN([C@@H](C)CO)C(=O)c2cc(NC(=O)CCCN(C)C)ccc2O[C@H]1CN(C)C(=O)Nc1cccc2ccccc12	2.1	.
O=C(CCCCc1ccc(O)cc1)CCc1ccc(O)cc1	.	0.8
CS(=O)(=O)N(CC(=O)Nc1ccc(F)c(Cl)c1)c1ccc2c(c1)OCCO2	8.8	0.9
CC(=O)c1cccc(NC(=O)CSc2nc3ccc([N+](=O)[O-])cc3s2)c1	-7.9	2.8
COc1ccc(S(=O)(=O)N(C)C[C@@H]2OCc3cn(nn3)CCCC(=O)N([C@@H](C)CO)C[C@H]2C)cc1	.	0.3
CC(C)OC(=O)CSc1nc2c(cc1C#N)CCCCC2	98.1*	5.3
Cc1noc(C)c1S(=O)(=O)Nc1ccc2c(c1)CC(=O)N([C@@H](C)CO)C[C@H](C)[C@@H](CN(C)C(=O)Nc1ccccc1)O2	10.2	4.7
COc1ccccc1OCc1nc(-c2ccccc2)cs1	.	-0.2
O=C(NCCCN1CCOCC1)C1CC(c2ccc(Cl)c(Cl)c2)=NO1 (stereo not drawn)	8.2	-0.4
Cc1cc(=O)c2c(O)cc(O)c(C)c2o1	.	3.4
N#CCCN(CC1COc2ccccc2O1)C(=O)c1ccccc1 (stereo not drawn)	2.7	1.0
Cc1noc(C)c1NC(=O)N(C)C[C@@H]1OCCCC[C@H](C)Oc2ccc(NC(=O)Cc3ccccc3)cc2C(=O)N([C@@H](C)CO)C[C@@H]1C	6.6	.
COc1ccc(-c2csc(Cc3nc(-c4cc5ccccc5oc4=O)cs3)n2)cc1	3.7	-0.8
CCn1c(SCC(=O)Nc2cc(C)ccc2OC)nnc1-c1ccc(Cl)cc1	9.9	7.6
COc1cc(OC)c(NC(=O)CN(C)S(=O)(=O)c2ccc(C)cc2)cc1Cl	15.6	2.5
C[C@@H]1CCCCO[C@H](CN(C)S(=O)(=O)c2ccc(F)cc2)[C@@H](C)CN([C@H](C)CO)C(=O)c2cc(NS(=O)(=O)c3ccccc3)ccc2O1	.	-11.5
COc1ccccc1NC(=O)c1c(NC(=O)COc2ccccc2)sc(C)c1C	-10.5	-0.7
C[C@@H]1CCCCO[C@@H](CN(C)Cc2ccc(C(=O)O)cc2)[C@@H](C)CN([C@H](C)CO)C(=O)c2cc(NC(=O)CCC(F)(F)F)ccc2O1	.	-0.5
COC(=O)C(Cc1c[nH]c2ccccc12)NC(=O)C(NC(=O)C(C)NC(=O)/C=C/C(=O)O)C(C)c1c[nH]c2ccccc12 (stereo not drawn)	.	153.9*
C[C@@H]1CCCCO[C@@H](CN(C)C(=O)Nc2ccc3c(c2)OCO3)[C@@H](C)CN([C@H](C)CO)C(=O)c2cc(NS(=O)(=O)c3ccccc3)ccc2O1	3.9	-0.9
C[C@@H]1CCCCO[C@@H](CN(C)S(=O)(=O)c2cccs2)[C@@H](C)CN([C@H](C)CO)C(=O)c2cc(NS(=O)(=O)c3ccc(Cl)cc3)ccc2O1	.	3.0
C[C@@H]1CN([C@H](C)CO)C(=O)CCCn2nncc2CO[C@@H]1CN(C)C(=O)Nc1ccc(-c2cccs2)cc1	.	-4.5
Cc1ccc(S(=O)(=O)N(C)C[C@H]2OCc3cn(nn3)CCCC(=O)N([C@@H](C)CO)C[C@@H]2C)cc1	.	0.0
COc1cc(C=O)c([N+](=O)[O-])cc1OC	-1.7	.
C[C@@H]1CN([C@H](C)CO)C(=O)Cc2cc(NC(=O)CCN3CCOCC3)ccc2O[C@H]1CN(C)Cc1ccc(C(=O)O)cc1	.	0.1
O=C(CCCCCCCCc1ccccc1)c1c(O)cc(O)cc1O	-6.0	-3.9
Cc1noc(C)c1NC(=O)Nc1ccc2c(c1)CC(=O)N([C@@H](C)CO)C[C@@H](C)[C@@H](CN(C)Cc1ccccc1)O2	.	-0.7
COc1ccc(NC(=O)N(C)C[C@H]2Oc3ccc(NC(=O)CCCN(C)C)cc3C(=O)N([C@H](C)CO)C[C@@H]2C)cc1	.	-0.8
Cc1cc2nc(SCc3nc4ccccc4[nH]3)[nH]c2cc1C	?	0.5
C[C@H]1CN([C@@H](C)CO)C(=O)Cc2cc(NS(=O)(=O)c3ccc(F)cc3)ccc2O[C@@H]1CN(C)CC1CCCCC1	.	-1.5
O=C(Cn1c2ccccc2n2nc(-c3ccccc3)nc12)c1ccccc1	-27.9	7.2
COc1ccccc1C#Cc1ccc2c(c1)O[C@@H](CN(C)Cc1ccncc1)[C@@H](C)CN([C@@H](C)CO)S2(=O)=O	-41.0	.
C[C@H](O)C#Cc1ccc2c(c1)O[C@@H](CN(C)C(=O)CN(C)C)[C@H](C)CN([C@@H](C)CO)S2(=O)=O	5.4	.
Cc1ccc(-n2c(C)nnc2SCC(=O)Nc2cccc(C(F)(F)F)c2)cc1	-5.9	-6.4
O=C(COc1ccc(S(=O)(=O)N2CCCC2)cc1Cl)Nc1ccc2c(c1)OCCO2	-5.0	-2.0
C[C@H]1CN([C@@H](C)CO)C(=O)Cc2cc(N(C)C)ccc2O[C@@H]1CN(C)S(=O)(=O)c1ccccc1	-1.8	1.1
COc1ccc(NC(=O)CSC2CC(=O)N(c3ccccc3C)C2=O)cc1 (stereo not drawn)	-9.9	-1.2
C[C@@H]1CN([C@@H](C)CO)C(=O)c2cccc(NS(=O)(=O)c3cccs3)c2O[C@@H]1CN(C)Cc1ccc(C(F)(F)F)cc1	-10.4	.
C=C(C)[C@@H]1CC[C@]2(C(=O)O)CC[C@]3(C)[C@H](CC[C@@H]4[C@@]5(C)CC[C@H](O)C(C)(C)[C@@H]5CC[C@]43C)[C@@H]12	.	-7.0
Cc1cccc(CSc2nnc(NC(=O)c3oc4ccc(F)cc4c3C)s2)c1	41.2	-6.3
Cc1c(NC(=O)COc2ccc(Br)cc2)cccc1-c1nc2ccccc2s1	-21.1	1.4
C[C@H]1CN([C@@H](C)CO)C(=O)Cc2cc(NC(=O)c3ccncc3)ccc2O[C@@H]1CN(C)S(=O)(=O)c1ccccc1	0.7	-0.6
COc1ccccc1C1(CC(=O)O)CCOC(C(C)C)C1 (stereo not drawn)	-8.8	-2.2
C[C@@H]1CN([C@H](C)CO)C(=O)CCCn2cc(nn2)CO[C@@H]1CN(C)Cc1ccccc1C(=O)O	.	2.2
Cc1cc(C)nc(SC(C)C(=O)Nc2ccc(S(N)(=O)=O)cc2)n1 (stereo not drawn)	-5.1	-0.7
COc1ccccc1CN(C)C[C@@H]1OCc2cnnn2CCCC(=O)N([C@H](C)CO)C[C@H]1C	4.8	-0.2

# Overlap with the part before: 4 entries, followed by the next part.
SMILES	mut p53 react	STK33 kin inh
COc1ccccc1C1(CC(=O)O)CCOC(C(C)C)C1 (stereo not drawn)	-8.8	-2.2
C[C@@H]1CN([C@H](C)CO)C(=O)CCCn2cc(nn2)CO[C@@H]1CN(C)Cc1ccccc1C(=O)O	.	2.2
Cc1cc(C)nc(SC(C)C(=O)Nc2ccc(S(N)(=O)=O)cc2)n1 (stereo not drawn)	-5.1	-0.7
COc1ccccc1CN(C)C[C@@H]1OCc2cnnn2CCCC(=O)N([C@H](C)CO)C[C@H]1C	4.8	-0.2
Fc1ccc2[nH]cc(CCCN3CCN(c4nc5cc(Cl)ccc5s4)CC3)c2c1	-9.2	.
C[C@H]1CN([C@@H](C)CO)C(=O)Cc2cc(NC(=O)Nc3ccc(F)cc3)ccc2O[C@@H]1CN(C)C(=O)NC1CCCCC1	-5.2	1.0
C[C@H](CO)N1C[C@H](C)[C@@H](CN(C)C(=O)Nc2cc(F)ccc2F)Oc2cc(-c3cccc(F)c3)ccc2S1(=O)=O	-21.8	.
C[C@H]1CN([C@@H](C)CO)C(=O)c2cc(NS(=O)(=O)c3ccc(Cl)cc3)ccc2O[C@H]1CN(C)CC1CC1	.	-1.3
CN(C)CCCNc1c([N+](=O)[O-])c(=O)n(C)c2ccccc12	1.8	0.1
CCCC#Cc1cnc2c(c1)C(=O)N([C@H](C)CO)C[C@H](C)[C@H](CN(C)C(=O)NC1CCCC1)O2	11.7	.
O=C(Nc1ccccc1C(=O)O)c1cccc(S(=O)(=O)Nc2cccc(Br)c2)c1	2.7	-4.2
CCCC(=O)n1nc(-c2ccc(Cl)cc2)nc1NCc1ccco1	106.7*	-7.8
C[C@H](CO)N1C[C@H](C)[C@H](CN(C)S(=O)(=O)c2cccs2)Oc2c(NC(=O)Nc3ccc(C(F)(F)F)cc3)cccc2C1=O	-12.6	.
CC1(C)Cc2c(sc3c2c2ncnn2c2nnc(SCC(=O)c4ccc(Br)cc4)n32)CO1	-1.9	-2.0
Cc1noc(C)c1S(=O)(=O)Nc1cccc2c1O[C@@H](CN(C)Cc1ccc(Oc3ccccc3)cc1)[C@@H](C)CN([C@H](C)CO)C2=O	-8.6	.
C[C@H]1CN([C@@H](C)CO)C(=O)Cc2cc(NC(=O)Nc3cccc4ccccc34)ccc2O[C@@H]1CN(C)Cc1ccccc1	.	3.7

# A draw from above in order of formula weight, ascending:
SMILES	mut p53 react	STK33 kin inh
O=C(Nc1ccccc1C(=O)O)c1cccc(S(=O)(=O)Nc2cccc(Br)c2)c1	2.7	-4.2
C[C@H]1CN([C@@H](C)CO)C(=O)c2cc(NS(=O)(=O)c3ccc(Cl)cc3)ccc2O[C@H]1CN(C)CC1CC1	.	-1.3
C[C@H](CO)N1C[C@H](C)[C@H](CN(C)S(=O)(=O)c2cccs2)Oc2c(NC(=O)Nc3ccc(C(F)(F)F)cc3)cccc2C1=O	-12.6	.

# Going on with the list.
SMILES	mut p53 react	STK33 kin inh
COC(=O)c1ccccc1NC(=O)C(C)NS(=O)(=O)c1ccc(Cl)cc1 (stereo not drawn)	0.7	1.0
Cc1ccc(S(=O)(=O)N(C)C[C@H]2Oc3ccc(NC(=O)NC(C)C)cc3CC(=O)N([C@H](C)CO)C[C@H]2C)cc1	.	0.5
Cc1noc(C)c1NC(=O)N(C)C[C@@H]1Oc2c(NC(=O)Nc3ccc(C(F)(F)F)cc3)cccc2C(=O)N([C@@H](C)CO)C[C@@H]1C	0.1	.
COc1ccc(C)cc1NC(=O)CSc1nnc(-c2ccc(Br)cc2)o1	12.8	-4.1
C[C@H]1CN([C@@H](C)CO)C(=O)Cc2cc(NC(=O)Nc3ccccc3)ccc2O[C@@H]1CN(C)Cc1ccncc1	2.8	-1.4
C[C@@H]1CN([C@H](C)CO)C(=O)c2cc(NC(=O)Nc3ccc(F)cc3)ccc2O[C@@H](C)CCCCO[C@@H]1CN(C)C(=O)Cc1ccccc1	-21.0	.
COC(=O)COc1cccc(NC(=O)c2ccccc2)c1	4.7	-4.5
CS(=O)(=O)N(CC(=O)O)c1ccc(C23CC4CC(CC(C4)C2)C3)cc1	2.9	-1.8
C[C@H]1CN([C@@H](C)CO)C(=O)Cc2cc(N(C)C)ccc2O[C@@H]1CN(C)Cc1ccc2c(c1)OCO2	.	-5.2
C=CCN1CCN(c2nc3ccccc3nc2C#N)CC1	45.3	-0.9
Cc1ccc(S(=O)(=O)N(C)C[C@H]2Oc3ncc(C#CC4(O)CCCC4)cc3C(=O)N([C@@H](C)CO)C[C@H]2C)cc1	3.3	.
C[C@H]1CN([C@@H](C)CO)C(=O)Cc2cc(NC(=O)CCN3CCOCC3)ccc2O[C@H]1CN(C)S(C)(=O)=O	.	-2.1
C[C@@H]1CN([C@H](C)CO)C(=O)CCCn2nncc2CO[C@@H]1CN(C)Cc1ccc2c(c1)OCCO2	17.0	0.5
COc1ccc(NC(=O)Nc2cccc3c2O[C@H](CN(C)C)[C@H](C)CN([C@H](C)CO)C3=O)cc1	4.3	.
Cc1nn(CCCC(=O)O)c(C)c1[N+](=O)[O-]	5.6	-2.6
CS(=O)(=O)Nc1ccc2c(c1)[C@@H]1C[C@H](CC(=O)NC3CCCCC3)O[C@H](CO)[C@@H]1O2	11.3	.
C[C@@H]1CN([C@@H](C)CO)C(=O)CCCn2cc(nn2)CO[C@H]1CN(C)Cc1cccc(C(=O)O)c1	.	-1.7
Cc1ccc(S(=O)(=O)N(C)C[C@@H]2Oc3ccc(NS(=O)(=O)c4c(C)noc4C)cc3CC(=O)N([C@H](C)CO)C[C@H]2C)cc1	.	2.8
C[C@H]1CN([C@@H](C)CO)C(=O)CCCn2cc(nn2)CO[C@H]1CN(C)Cc1cccc(O)c1	.	1.2
COc1ccc(NC(=O)Nc2ccc3c(c2)CC(=O)N([C@H](C)CO)C[C@@H](C)[C@@H](CN(C)S(=O)(=O)c2c(C)noc2C)O3)cc1	.	-1.3
CC12CC34CC(O)C5C(CO)(CO)CC(=O)CC5(C)C3CC1C2C4 (stereo not drawn)	5.1	-3.3
CCCC#Cc1cnc2c(c1)C(=O)N([C@@H](C)CO)C[C@H](C)[C@H](CN(C)C(=O)Nc1ccc(OC)cc1)O2	0.3	.
COc1ccc2nc(SCC(=O)NC3CCCCC3)[nH]c2c1	13.9	-2.7
CN1CCN(C(CC(=O)Nc2cccc(O)c2)C(=O)O)CC1 (stereo not drawn)	-18.9	2.1
C[C@@H]1CN([C@@H](C)CO)C(=O)Cc2cc(NC(=O)Nc3ccc(C(F)(F)F)cc3)ccc2O[C@@H]1CN(C)C(=O)Nc1ccc(F)cc1	.	0.7
C[C@@H]1CN([C@@H](C)CO)C(=O)CCCn2nncc2CO[C@@H]1CN(C)Cc1ccc(Oc2ccccc2)cc1	-13.5	-1.5
Cc1cc(C(=O)SCc2ccccc2)nn1Cc1c(Cl)cccc1Cl	.	1.7
C[C@@H]1CN([C@H](C)CO)C(=O)CCCn2nncc2CO[C@@H]1CN(C)C(=O)Nc1cccc(C(F)(F)F)c1	.	3.0
C[C@@H]1CCCCO[C@@H](CN(C)Cc2ccncc2)[C@H](C)CN([C@H](C)CO)C(=O)c2cc(NC(=O)Nc3ccccc3)ccc2O1	-9.6	.

# A portion of the library; the hit share may differ from the screen's.
